mcGAS MS inh = blocks mouse cGAS cGAMP production; AID 1259397; Q8C6L5; 0.18% of 130,000 active; recombinant mouse cGAS, cGAMP by RapidFire MS; inhibition, % at 12.5 µM;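 active = inhibition of cGAS enzyme activity at or above 60%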;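 note: enzyme stimulated by 45 bp dsDNA with ATP and GTP substrates; cGAMP share of summed cGAMP plus half ATP and half GTP signals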
Target sequence (Q8C6L5 whole entry, looked up): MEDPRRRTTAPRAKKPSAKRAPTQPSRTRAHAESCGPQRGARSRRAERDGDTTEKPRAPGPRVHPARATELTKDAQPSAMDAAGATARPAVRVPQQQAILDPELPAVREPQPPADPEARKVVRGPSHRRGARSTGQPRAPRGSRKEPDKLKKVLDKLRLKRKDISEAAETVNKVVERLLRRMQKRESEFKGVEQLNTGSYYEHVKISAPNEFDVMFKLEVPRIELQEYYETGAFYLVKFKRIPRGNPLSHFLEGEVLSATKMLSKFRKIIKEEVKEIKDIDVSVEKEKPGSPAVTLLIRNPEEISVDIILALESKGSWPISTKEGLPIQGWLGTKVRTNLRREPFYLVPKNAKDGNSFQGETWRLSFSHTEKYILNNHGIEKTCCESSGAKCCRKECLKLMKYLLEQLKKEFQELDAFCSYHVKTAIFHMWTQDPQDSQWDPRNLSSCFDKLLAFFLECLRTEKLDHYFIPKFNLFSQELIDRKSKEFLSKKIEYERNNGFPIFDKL
* = called active by the depositor; & = joins results of further samples.

SMILES,mcGAS MS inh
NS(=O)(=O)c1ccc(NC(=O)CSc2nc3ccccc3s2)cc1,0.7
Cc1ccc(NCc2c(Cl)nc(Cl)n2C)cc1,2.0
COc1ccc(CN2CCNC(=O)C2CC(=O)NCc2cccc(Cl)c2)c(F)c1 (centres undefined),-11.7&-8.5
O=C1CC(c2ccccc2O)Cc2nc(N3CCN(c4ccccc4)CC3)ncc21 (centres undefined),-6.0
CCNC(=O)C1(C)CCCN(Cc2ccc(-n3ccnc3)cc2)C1 (centres undefined),-9.0
CC1Cc2ccccc2N1S(=O)(=O)c1cccc2nsnc12 (centres undefined),10.3
COc1cc(-c2nnc(-c3cc(OC)c(OC)c(OC)c3)o2)cc(OC)c1OC,-7.2
COc1ccc(OC)c(-c2cn(S(=O)(=O)c3ccccc3)nc2N)c1,-3.3
CC(C)(C)C1c2[nH]c3ccccc3c2CCN1Cc1ccn[nH]1 (centres undefined),-8.6
Cc1cc(C)nc(Sc2ccccc2)n1,-3.2
CC(=O)Nc1cnc(-c2ccc3[nH]ccc3c2)cn1,-4.6
CC(C)N1CCN(C2CCN(c3ccc4c(c3)OCO4)CC2)CC1CCO (centres undefined),-4.5
CC(C)Nc1ncc(CN2CCCC(C(=O)c3ccc4ccccc4c3)C2)cn1 (centres undefined),-10.8
NCCCN1CCOC(c2ccccc2)C1 (centres undefined),-10.8
NC(=O)Cc1csc(Nc2ccc(OC(F)(F)F)cc2)n1,-9.1

The listing continues.
SMILES,mcGAS MS inh
Cc1cc(C(=O)CSc2nnc(C3CC3)n2C)c(C)n1C1CC1,-6.2
C=CCn1c(C)cc(C(=O)CSc2nnc(COc3ccc(F)cc3)o2)c1C,-8.7
Clc1ccc(-n2cnc3ccccc32)nc1,-10.0
O=C(CNc1ccccc1Cl)NCc1cn2cc(Cl)ccc2n1,-16.9
CCCNC(=O)CN(C)Cn1nc(-c2ccc(Cl)cc2)oc1=S,4.3
O=[N+]([O-])c1cccc(S(=O)(=O)N2CCN(c3nnnn3-c3ccccc3)CC2)c1,-9.7
C=CCn1c(=S)[nH]c2cc3ccccc3cc2c1=O,-14.8
O=C(Nc1cccc(Cl)c1)N1CCN(Cc2ccco2)CC1,-2.6
O=C(C[C@@H]1NC(=O)[C@H](Cc2ccccc2)NC1=O)NCc1ccc2ccccc2c1-c1ccccc1,7.3
O=C(NC1CSc2c1nc1ccccc1c2C(=O)O)c1ccccc1 (centres undefined),22.6
CC(=O)Nc1cc(C)c(C)cc1-c1csc(N)n1,5.1
CCOC(=O)NC(=O)COC(=O)C1(Cc2ccccc2)CCCCC1,12.2
CCn1cc(SCC(=O)Nc2ccccc2)c2ccccc21,-5.3
N#CCc1c(C#N)c(N)nc(N2CCc3ccccc3C2)c1C#N,2.4
COC(=O)[C@@H]1CCCN1Cc1nc(-c2ccc(OC)c(OC)c2)oc1C,0.9

(list continues)
SMILES,mcGAS MS inh
COc1ccc(CN2CCN(Cc3cnc(SC)nc3)CC2CCO)cc1C (centres undefined),-2.9
O=C1NCC2(CCCN(C(=O)c3cnn(Cc4ccccc4)c3)C2)O1 (centres undefined),-6.7
CCOC(=O)c1c(NC(=O)c2ccc(Cl)cc2Cl)sc(C(=O)Nc2ccc(OC)cc2)c1C,-6.7
CCCCNC(=O)c1sccc1S(=O)(=O)N1C(C)CCCC1C (centres undefined),-7.0
COc1cccc(-c2ccnc3[nH]n(-c4ccccc4)c(=O)c23)c1,-21.7
Cn1c(CC2CCNCC2)nnc1CN1CCc2c([nH]c3ccccc23)C1,-36.3
COCCC(=O)N[C@H]1C[C@@H](C(=O)NC2C3CC4CC(C3)CC2C4)N(C)C1 (some centres undefined),-19.0
CC[C@H]1CN(C(=O)CCc2cnccn2)CC[C@@]1(C)O,-4.7
O=C(Cn1c2ccccc2c(=O)c2ccccc21)Nc1ccc(OCc2ccccc2)cc1,-0.4
Cn1nc(-c2ccccn2)c2c1NC(=O)CC2c1csc(-c2ccccc2)n1 (centres undefined),-13.2
Cc1cccn2c(=O)c3cc(C(=O)N4CCC(C)CC4)n(C)c3nc12,-9.2
COc1ccccc1/C=C/C=C1N=C(/C=C/c2cccc(Cl)c2Cl)OC\1=O,-1.0
O=C(O)COc1ccc2cc(Br)ccc2c1,-10.7
Cc1ccc(-c2ccc3c(c2)COCC(=O)N3C)cc1C,-2.1
CCc1ccc(C(CNC(=O)c2ccc(N3CCCS3(=O)=O)cc2)N(C)C)cc1 (centres undefined),-6.0

The results go on:
SMILES,mcGAS MS inh
COc1ccc(OC)c(NC(=O)C2(C)CCN2Cc2ccc(SC)cc2)c1 (centres undefined),-5.9
O=C(NCCC1C(=O)Nc2ccccc21)c1ccc(F)cc1Cl (centres undefined),-11.7
COc1ccc(OCCN2C(=O)CN(/C=C/c3ccccc3)C2=O)cc1,4.9
CC(C(=O)Nc1nccs1)N1CCN(CCSc2ccccc2)CC1 (centres undefined),0.4
CN(C)C(=O)c1ccc(NC(=O)CCCNC(=O)c2ccccc2)cc1Cl,5.2
Cc1ccccc1-n1ncc(C(C)NC(=O)c2cc(C(C)C)nc(N)n2)c1C (centres undefined),-2.0&1.3
O=C(Nc1nc(-c2cc3cc(Cl)ccc3o2)cs1)c1ccncc1,-5.6
O=C(OCc1ccccc1)c1c(Cl)sc2nnsc12,-6.6
O=C(NCC(=O)N1CCCC1)c1cc(-c2ccccc2Cl)nc2ccccc12,-9.2
O=C1NC(=Nc2cccc(Cl)c2)N2Cc3ccccc3CC12 (centres undefined),-2.4&10.5
Cc1nnc2c3ccccc3c(-c3ccc(O)cc3)nn12,-6.1
Cc1ccc(S(=O)(=O)N2CCCCC2CCNS(=O)(=O)CCN2C(=O)CCCC2=O)cc1 (centres undefined),-8.8
Cc1cc(C(=O)N2CCCC(CCC(=O)N3CCN(Cc4ccccc4)CC3)C2)no1 (centres undefined),-20.0
Cc1ccc(NC(=O)COc2ccc3c4c(c(=O)oc3c2)CCC4)cc1S(=O)(=O)N(C)C,0.8
Cc1c[nH]c(=O)n1-c1ccc(C(=O)N(C)C(C)CC(C)C)cc1 (centres undefined),11.3

Going on with the list.
SMILES,mcGAS MS inh
O=C(CC1COCCN1)N1CCN(C/C=C/c2ccccc2)CC1 (centres undefined),-32.5
Cc1noc(C)c1CNCc1cn[nH]c1-c1ccccc1,-0.8
CC(=O)N1CCc2c(nc(-c3ccccn3)nc2N2Cc3ccccc3C2)C1,-16.2
CCC(NC(=O)C(C)(C)C)c1ccc(C)cc1C (centres undefined),11.5
C=C(C)CNC(=O)C1CCC(=O)N(CCCc2ccccc2)C1 (centres undefined),-10.9&-2.3
O=C(c1cnccn1)N1CCC2(CC1)OCCN2S(=O)(=O)c1cccs1,-5.2
Cc1nc(CN(C)C(=O)Nc2ccc(Cl)c(Cl)c2)n[nH]1,-1.3
O=C(CSc1nnc(C2CC2)n1C1CC1)c1ccc2c(c1)CCC2,-4.0
CC(C)CNc1nc(N)c([N+](=O)[O-])c(NCc2ccccc2)n1,3.8
CN1CCN2CCN(S(=O)(=O)N3CCCC3)CC2C1=O (centres undefined),-28.4
c1ccc2sc(SCc3cn4ccsc4n3)nc2c1,-6.2
O=C(NN=Cc1ccc([N+](=O)[O-])cc1)c1cccc(Br)c1,-8.6
Cc1cc(CNC(=O)Nc2cc(F)cc(N3CCCC3)c2)no1,-4.8
Cc1cc2ncc(C(=O)NC(C)C34CC5CC(CC(C5)C3)C4)c(C)n2n1 (centres undefined),-7.7
CNc1cnc(-c2ccccc2NC(C)=O)cn1,-4.1

(more compounds)
SMILES,mcGAS MS inh
CN1CCCC(C(=O)Nc2ccccc2Oc2ccccc2)CC1 (centres undefined),-5.4
O=C1NC2=C(C(=O)CCC2)C(c2ccc(Cl)cc2)N1 (centres undefined),-28.7
Cc1noc(C(C)Sc2nnnn2C2CCCC2)n1 (centres undefined),-2.0
Nc1cc(-c2ccc(Cl)cc2)sc1-c1nnc2n1CCCCC2,-12.7
CCOC(=O)C1(CCOc2ccccc2)CCCN(Cc2cnn(CC)c2)C1 (centres undefined),-8.1
Cc1cccc2c3c([nH]c12)CCN(C(=O)CC1NC(=O)c2ccccc21)C3 (centres undefined),-14.1
O=C(C=Cc1ccc(Br)o1)Oc1ccc2c(c1)OCO2,-10.0
Cc1ccc(S(=O)(=O)Nc2ccc(Nc3nc(C)cc(N4CCCC4)n3)cc2)c(C)c1,-7.1
CN(C)C(CNC(=O)COc1cccc(N2CCCC2=O)c1)c1ccco1 (centres undefined),-1.2
CCS(=O)(=O)N1CCN(c2nccc(N3CCC(O)C3)n2)CC1 (centres undefined),-12.3
O=C(O)c1ccccc1Oc1ccc(Cl)cc1Cl,-9.5
COc1cccc(NC(=O)C(=O)Nc2ccc([N+](=O)[O-])cc2C)c1,0.6
NC(=O)C1CCN(C(=O)/C=C/c2cc(Br)ccc2F)CC1,-3.4
COc1ccc(C(=O)COc2ccc(-c3noc(C(C)C)n3)cc2)cc1,-8.7
c1ccc(CN2CCOC(c3nc(C4CCOC4)no3)C2)cc1 (centres undefined),-9.6

Reprinted at random: 2 records from the list, in no set order.
SMILES,mcGAS MS inh
CN1CCCC(C(=O)Nc2ccccc2Oc2ccccc2)CC1 (centres undefined),-5.4
NC(=O)C1CCN(C(=O)/C=C/c2cc(Br)ccc2F)CC1,-3.4

Next compounds:
SMILES,mcGAS MS inh
Cc1cc(C)cc(C(=O)NCCc2csc(C)n2)c1,-11.8
Cc1c(C(=O)OC(C)C#N)oc2c(F)cccc12 (centres undefined),-6.8
O=C(NC1CC(=O)N(Cc2cccc(F)c2)C1)c1cn2cccnc2n1 (centres undefined),9.8
CC1CN(S(=O)(=O)Cl)CC(C)O1 (centres undefined),-3.8
N#Cc1ccc(OCCNC(=O)N2CCCCC2c2ncc[nH]2)cc1 (centres undefined),-5.3
CCOc1cccc(C(C)NC(=O)C2CCCCN2C(=O)OC(C)(C)C)c1 (centres undefined),6.7
Cc1ccc(N2CCn3c2nc2c3c(=O)n(Cc3ccc(F)cc3)c(=O)n2C)cc1,-10.8
CCc1nc(C2CCCN2C(=O)c2ccc3c(c2)[nH]c(=O)n3C)no1 (centres undefined),-0.9
c1ccc(Cc2nnc3sc(-c4ccco4)nn23)cc1,3.1
CN(Cc1ccc(C(=O)Nc2ccc3[nH]ncc3c2)cc1)Cc1cnccn1,-17.8
N#Cc1c(F)cccc1NC1(CO)CCCC1,2.7
CC1(C(=O)NS(=O)(=O)c2cccc(F)c2)CCN1C(=O)c1ccccc1 (centres undefined),-0.6
COc1ccc(OC)c(-c2cc(C(=O)N3CCC(c4nnc(C5CC5)o4)CC3)n(C)n2)c1,-1.4
CC(NCc1ccccc1CN1CCOCC1)C(=O)Nc1ccc2c(c1)OCO2 (centres undefined),-2.0
CCN(CCn1cccn1)Cc1cn[nH]c1-c1cc(OC)c(OC)c(OC)c1,-7.0

Next part
SMILES,mcGAS MS inh
CCCc1nc(NCc2nc(-c3ccccc3)n[nH]2)c2cnn(C)c2n1,-11.3
CCOC(=O)c1nn(-c2ccccc2C)c(=O)cc1N1CCN(C(C)=O)CC1,-9.0
COCC1(C(=O)NCCS(=O)(=O)N2CCCC2)CCC1,-11.1
Cc1nn(-c2ccc(C(=O)N(C)C3(C#N)CCC3)cc2)c(C)c1Br,-1.8
COCCOC(=O)C1=C(C)Nc2ncnn2C1c1ccc(Cl)cc1 (centres undefined),-7.1
COC(=O)c1ccc(NC(=O)CCc2c(C)nn(-c3nc(C)c(C)c(=O)[nH]3)c2C)cc1,-3.6
O=C(Nc1c2c(nn1-c1ccc(Oc3ccccc3)cc1)CSC2)C1CC1,-2.4
Cc1cc(F)c2c(c1)CCCN2S(=O)(=O)c1ccc(OCC(=O)O)cc1,-24.6
C=CCN(CCO)Cc1nc(-c2cc(Br)cs2)no1,-5.3
CCc1ccc2nc(CCC(F)(F)F)[nH]c(=O)c2c1,-13.5
CCOC(=O)N1CCC(=C2c3ccc(Cl)cc3CCc3cccnc32)CC1,1.2
CCOC(=O)c1nnn(-c2nonc2-n2cccc2)c1C,-20.7
CCc1nc(SCC(=O)NC(C)Cc2ccncc2)n[nH]1 (centres undefined),-22.7
Cc1ncc([N+](=O)[O-])n1CCn1c([N+](=O)[O-])cnc1C,-12.2
CC(=O)CSc1nc2c(cnn2CCO)c(=O)[nH]1,-29.1

Next records
SMILES,mcGAS MS inh
CCn1c(CN2CCC3(CCCN(CC4CCC4)C3)C2)nc2ccccc21 (centres undefined),-11.8
Cc1cccc(OCC(=O)NNC(=O)C(c2ccc(Cl)cc2)C(C)C)c1 (centres undefined),-0.8
Cc1ncc(CNC(=O)C(=O)Nc2ccc(C(F)(F)F)cc2)s1,-5.6
NC1=NC2(CCSCC2)n2c(nc3cc4c(cc32)OCCCO4)N1,-8.7
CN1CCN(C(=O)c2cc3cccnc3n(Cc3ccc(F)cc3)c2=O)CC1,-5.2
CCc1noc(CC)c1CNC(=O)CCOCC1CCCO1 (centres undefined),-7.6
Cc1cc(CNc2nccc(N3CCC(O)CC3)n2)c2[nH]c(C)c(C)c2c1,-23.3
Cc1nc(CN(C)C(=O)COc2ccc(F)cc2)no1,-6.4
c1ccc(CCCNc2nc(-c3cccnc3)nc3c2CCNC3)cc1,-6.1
O=C(CSc1ccccc1Cl)Nc1ccccc1I,-8.3
COc1nc2cn(C(C)C)c(O)c2cc1CN1CCCC1c1ccccn1 (centres undefined),-1.2
CCCCS(=O)(=O)N1CCCCC1C(=O)Nc1ccccc1O (centres undefined),5.3
CCCNC(=O)CN(C)CC(=O)N1c2ccccc2OCC1c1ccccc1 (centres undefined),3.3
CNC(=O)CCN1CCOC(c2cccc(C(F)(F)F)c2)C1 (centres undefined),-7.9
CCc1nn(C(=O)c2ccccc2)c2c1C(=O)CC(C)(C)C2,-3.9

Screens as filed in PubChem BioAssay.

These rows are one share of the data, so the mix of outcomes need not match the whole.
